Source: PubChem
AMA1-RON2 inh: inhibitors of Plasmodium falciparum AMA1-RON2 interaction; AlphaScreen AMA1-biotinylated RON2 peptide binding; Potency, µM (top dose mostly 58.2 µM), for inactives: at the highest dose activity change, negative = inhibition, hits mostly inhibitors; 0.2% of 360,000 active; AID 720542;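 also: potency is read from the fitted curve at half-maximal effect; 0% = vehicle wells and -100% = peptide control; nearly all actives have a fitted effect of over 45% in size; some results filed as inactive show a strong effect at the top dose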
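AMA1 (3D7) with his tag at 25 nM final met compounds first, then biotinylated RON2 peptide at 25 nM; detection used donor plus acceptor beads, 10 µg/mL apiece, read by AlphaScreen after 30 min at room temperature.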
Giardia FBPA inh: Giardia lamblia aldolase inhibition. purified Giardia FBPA. Potency, µM (titrated, usually from 59.6 µM), for inactives: top-dose activity, negative = inhibition, actives largely listed as inhibitors. 0.71% of 290,000 active. AID 2451; also: potency is read from the fitted curve at half-maximal effect; nearly all actives have a fitted effect of over 55% in size
Target sequence (A8B2U2 whole entry, looked up): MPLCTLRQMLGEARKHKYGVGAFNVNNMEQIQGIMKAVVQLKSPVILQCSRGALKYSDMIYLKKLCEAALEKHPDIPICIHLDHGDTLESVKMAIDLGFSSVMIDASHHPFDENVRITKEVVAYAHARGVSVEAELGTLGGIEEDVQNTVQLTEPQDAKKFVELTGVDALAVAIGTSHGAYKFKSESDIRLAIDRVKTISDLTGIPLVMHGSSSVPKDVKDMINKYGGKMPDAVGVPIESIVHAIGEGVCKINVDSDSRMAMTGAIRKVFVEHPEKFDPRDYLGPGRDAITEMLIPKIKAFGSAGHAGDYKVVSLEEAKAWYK
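Giardia FBPA (40 nM reagent) was preincubated 10 min at RT with compound (up to 57.5 uM final), then substrate plus GAPDH/TPI/NAD/arsenate coupling system with diaphorase/resazurin was added; resorufin fluorescence (525/598 nm) was read after 20 min.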
AmpC inh detg: AmpC beta-lactamase inhibition with detergent present. P00811. AmpC hydrolysis of nitrocefin, absorbance 480 nm, 0.01% Triton. Potency, µM (titrated, usually from 114 µM), for the others: at the highest dose activity change, negative = inhibition, actives largely listed as inhibitors. 0.041% of 370,000 active. AID 485294;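 also: potency is read from the fitted curve at half-maximal effect; 0% = no-compound wells and -100% = no-enzyme wells; nearly all actives have a fitted effect of over 25% in size; some results filed as inactive show a strong effect at the top dose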
Target sequence (P00811 whole entry, looked up): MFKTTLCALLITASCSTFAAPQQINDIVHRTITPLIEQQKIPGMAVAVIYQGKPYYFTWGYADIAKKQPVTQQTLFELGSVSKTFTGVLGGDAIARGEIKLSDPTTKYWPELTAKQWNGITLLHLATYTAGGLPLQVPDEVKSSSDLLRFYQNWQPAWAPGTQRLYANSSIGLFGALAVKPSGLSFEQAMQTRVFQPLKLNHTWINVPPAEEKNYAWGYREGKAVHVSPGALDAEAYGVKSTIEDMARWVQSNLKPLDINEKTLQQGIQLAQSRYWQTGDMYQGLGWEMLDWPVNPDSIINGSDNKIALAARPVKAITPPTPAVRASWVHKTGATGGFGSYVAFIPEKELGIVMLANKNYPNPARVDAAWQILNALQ
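20 mM phosphate pH 7.0 + 0.01% (detergent screen) or 0.0001% Triton X-100; 5.3 nM AmpC reagent; cpd preinc 15 min RT; nitrocefin (800 uM stock) to start; A480 q20 s × 4 min; Activity was normalised to no-enzyme and no-compound control wells.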
HCV inh: inhibitors of hepatitis C virus infection | 3.4% of 340,000 active | Potency, µM (top dose mostly 41.8 µM), without a hit: at the highest dose activity change, negative = inhibition, actives largely listed as inhibitors | Huh7.5.1 HCVcc-Cre infection, luciferase reporter, 44 h | AID 651820; also: potency is read from the fitted curve at half-maximal effect
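Compounds are dispensed onto cells plated 4 h earlier at 1,000 per well, with HCVcc-Cre virus (about 0.5 moi) added next. Following 44 h of culture, luminescent signal is measured for 15 sec after 15 min with substrate at room temperature.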
Sm TGR inh: inhibitors of Schistosoma mansoni thioredoxin glutathione reductase | Q962Y6 | AID 485364 | Potency, µM (highest dose often 114 µM), for the others: at the top dose activity change, negative = inhibition, usual class: inhibitors | purified TGR, DTNB reduction, TNB absorbance 405 nm | 3% of 360,000 active; also: potency is read from the fitted curve at half-maximal effect; nearly all actives have a fitted effect of over 60% in size
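First, TGR (20 nM dispensed) and NADPH were mixed with compound. Second, a 15 min room-temperature incubation followed. Third, further NADPH and then DTNB were added to start the reaction. Finally, TNB absorbance was monitored kinetically.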
HCMV antiviral: blocks human cytomegalovirus replication | HFF cells, HCMV-luciferase reporter, 72 h; hits give low values | activity change, negative = inhibition, % at 57.5 µM | 4.5% of 410,000 active; in the data active = activity change below about -60%; inconclusive = no clear call, values can overlap the other calls; inactive = above about -39%
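Screen run at 2 compound doses on HFFs infected with reporter HCMV, MOI 1 PFU/cell. Luciferase activity from cell lysates at 72 h post infection gave inhibition relative to buffer-only and Salinomycin wells.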
Active calls of the source: *; ? = inconclusive; / = not tested or not shown; & = joins results of further samples; [ ] = remark or other dose. Unless noted, calls follow the shape of the dose curve; as a rule, active = well fitted curve in the direction sought with a large enough effect; inconclusive = small, poorly fitted or top-dose-only effect, or another doubt; inactive = no such curve, though single readings can be large; an effect the other way counts as inactive or inconclusive. Unless noted, % is scaled to controls: 0 for no effect and ±100 for the full control effect. This is a random part of the collection, and some 9.3% of all compounds hit somewhere here.

1	CCOC(=O)Cn1c(=O)n(CC2CCCO2)c2nc(-c3ccccc3Cl)nc(C(N)=O)c21 (stereo unspecified)
2	COc1ccc2c(c1)CCc1sc(NC(=O)c3cccc(Br)c3)nc1-2
3	COc1cc(C(=O)O)ccc1OC(C)=O
4	COc1ccc(-c2[nH]c(-c3ccc(Cl)cc3)nc2SCC(=O)Nc2nccs2)cc1
5	C=CCN1C(=O)/C(=N/n2cnnc2)c2ccccc21
6	CCOc1ccc(N(CC(=O)NC2CCCC2)S(=O)(=O)c2c(C)noc2C)cc1
7	CC(C)N=C(NS(=O)(=O)c1ccc(Br)cc1)c1ccc(Cl)cc1
8	Clc1ccc(-c2noc3ncnc(NCCc4ccccc4)c23)cc1

assay / compound	1	2	3	4	5	6	7	8
AMA1-RON2 inh	/	/	-1%	22%	0%	-6%	-13%	/
Giardia FBPA inh	/	/	14%	0%	-2%	0%	6%	/
AmpC inh detg	1%	-6%	3%	?	9%	-18%	-8%	-7%
HCV inh	/	/	16%	?	?	-1%	8%	/
Sm TGR inh	-7%	-8%	0%	-14%	-3%	-1%	40%[activator]	-5%
HCMV antiviral	-4	-29	3	-79*	-7	/	-9	?

9	C/C(=N/NC(=O)c1ccc(Br)o1)c1cccs1
10	CN(C)c1ccc(NC(=O)CCN2C(=O)c3cccc([N+](=O)[O-])c3C2=O)cc1
11	O=C(COC(=O)CNC(=O)c1ccc([N+](=O)[O-])o1)Nc1ncc(C(F)(F)F)cc1Cl
12	COc1ccc(-c2sc3ccccc3c2-c2ccc(O)cc2)cc1
13	CCc1ccccc1NC(=O)CNC(=O)c1n[nH]c(=O)c2ccccc12
14	COc1ccc(OC)c(N2C(=O)/C(=C/c3ccco3)C(=O)NC2=S)c1
15	Cn1c(=O)c([N+](=O)[O-])c(Oc2ccccc2)c2ccccc21
16	Cc1ccc(Cn2c(=O)c3ccccc3n3c(-c4cccc(O)c4)nnc23)cc1

assay / compound	9	10	11	12	13	14	15	16
AMA1-RON2 inh	28%	4%	0%	5%	-14%	?	-11%	/
Giardia FBPA inh	/	0%	/	/	/	?	-22%	/
AmpC inh detg	2%	?	-8%	/	4%	50µM*	1%	24%
HCV inh	1%	15%	2.8µM*	?	13%	-26%	11%	/
Sm TGR inh	-16%	-14%	?	/	-5%	32µM*	2.8µM*	-3%
HCMV antiviral	49	68	-13	-30	4	/	74	6

17	CN(C)S(=O)(=O)Oc1ccsc1C(=O)Nc1cccc(Cl)c1Cl
18	COc1cccc(C2CC(=O)Nc3c2c(=O)n(C)c(=O)n3C)c1OC (stereo unspecified)
19	COc1ccc(Nc2nnc(C)c(=O)[nH]2)cc1
20	Nc1nnc(SCCOc2ccc(Br)cc2)s1
21	CCOc1ccc(NC(=O)CCNS(=O)(=O)c2ccc3c(c2)c(=O)n(C)c(=O)n3C)cc1
22	CCCCN1C(=O)C(O)=C(C(C)=O)C1c1ccccc1 (stereo unspecified)
23	CC(=O)Nc1ccc(S(=O)(=O)NCCC(=O)OCC(=O)c2cc(C)ccc2C)cc1
24	Cn1nc(C(C)(C)C)c(NC(=O)c2ccc(F)cc2)c1C(C)(C)C

assay / compound	17	18	19	20	21	22	23	24
AMA1-RON2 inh	26%	-11%	3%	0%	-1%	-9%	-2%	-17%
Giardia FBPA inh	-9%	-2%	0%	0%	6%	-11%	/	-1%
AmpC inh detg	-1%	?	3%	0%	0%	-5%	?	4%
HCV inh	?	-12%	12%	?	/	5%	35%[activator]	17%
Sm TGR inh	-3%	-1%	3%	-19%	11%	-2%	-1%	14%
HCMV antiviral	-68*	1	-5	19	24	/	-5	-11

25	COc1cccc(/C=N/NC(=O)c2ccc(-c3ccccc3)cc2)c1O
26	O=C(O)/C=C/C(=O)Nc1ccc(-c2ccccc2)cc1
27	CC(C)CCn1c(N2CCc3ccccc3C2)nc2c1c(=O)[nH]c(=O)n2C
28	C/C(=N\NC(=O)c1csc2ccccc12)c1ccc(O)cc1
29	COC(=O)c1cccc2c1-c1ccccc1/C2=N\NC(N)=O
30	O=C(COC(=O)c1ccc2c(c1)OCO2)Nc1ccccc1F
31	CC12CCC(C(=O)Nc3nc4ccc(Br)cc4s3)(OC1=O)C2(C)C (stereo unspecified)
32	Cc1ccccc1NC(=O)Cn1cccc1

assay / compound	25	26	27	28	29	30	31	32
AMA1-RON2 inh	57%[activator]	-1%	-2%	10%	-22%	-2%	-1%	1%
Giardia FBPA inh	5%	14%&17%	9%	-8%	10%	/	1%	10%
AmpC inh detg	?	-1%&-11%	3%	-11%	-4%	4%	0%	-17%
HCV inh	?	4%	5%	2%	?	?	-25%	-4%
Sm TGR inh	8%	-14%&7%	1%	-3%	-7%	-5%	-5%	0%
HCMV antiviral	-98*	22	-23	9	-19	-5	-33	-12

33	Cc1ccc(NC(=O)c2cnc(SCC(=O)N3CCCc4ccccc43)n(C)c2=O)cc1C
34	O=C(Nc1nccs1)C1CCN(S(=O)(=O)c2cccs2)CC1
35	Cc1c(NC(=O)/C=C/C(=O)O)cccc1[N+](=O)[O-]
36	O=C(OCc1ccccc1)N1CCc2ccccc21
37	CCOC(=O)N1CCN(C(=O)CN(c2cccc(C(F)(F)F)c2)S(=O)(=O)c2ccccc2)CC1
38	O=C(CSc1nnc(NC(=O)C2CC2)s1)Nc1ccccc1
39	O=C(CN(Cc1ccccc1F)S(=O)(=O)c1ccc(Cl)cc1)NCCCO
40	COc1ccc(/C=C2\S/C(=N/S(=O)(=O)c3cccs3)NC2=O)cc1

assay / compound	33	34	35	36	37	38	39	40
AMA1-RON2 inh	/	17%	-20%	98%[activator]	4%	-2%	-3%	-1%
Giardia FBPA inh	/	7%	8%	7%	7%	4%	-1%	?
AmpC inh detg	-2%	7%	-2%	-1%	0%	-4%	?	-15%
HCV inh	/	-12%	/	-12%	0%	-6%	12%	30%
Sm TGR inh	5%	1%	50µM*	5%	4%	4%	5%	-5%
HCMV antiviral	?	-28	-6	95	4	-4	-29	-11

41	Cc1cc(O)c(/C=N/Nc2ccc(F)cc2)c(=O)o1
42	O=C(NNC(=O)c1ccc([N+](=O)[O-])o1)c1ccccc1
43	CC(Sc1nc2ccccc2n1C)C(=O)NC(c1ccccc1)c1ccccc1 (stereo unspecified)
44	O=C(Cn1c(=O)oc2cc(S(=O)(=O)N3CCCC3)ccc21)NC1CCCc2ccccc21 (stereo unspecified)
45	O=C(C1CC1)N1N=C(c2ccccc2)CC1(O)C(F)(F)C(F)(F)F (stereo unspecified)
46	COc1ccc(C)cc1-n1nnnc1SC/C(O)=C(\C#N)c1nc2ccccc2[nH]1
47	O=C(NCCSc1ccccc1)c1ccccc1F
48	Nc1cc(=O)[nH]c(SCC(=O)Nc2ccc(N3CCOCC3)cc2)n1

assay / compound	41	42	43	44	45	46	47	48
AMA1-RON2 inh	36%[activator]	-2%	-5%	8%	72%[activator]	3%	0%	-2%
Giardia FBPA inh	?	-20%	1%	4%	5%	?	/	/
AmpC inh detg	?	-7%	-13%	?	-14%	2%	/	/
HCV inh	-1%	?	-19%	2%	-1%	3%&6%	4%	-1%
Sm TGR inh	-6%	-28%	-8%	-1%	11%	0%	/	/
HCMV antiviral	-33	-92*	-16	20	6	-17	54	0

49	COc1ccc(OC)c(N2C(N)=NC(N)=NC23CCCC3)c1
50	O=C1CC(c2ccccc2)Cc2[nH]c(=O)c(-c3nc(-c4cccc(Cl)c4)cs3)cc21 (stereo unspecified)
51	Cc1ccc(CNC(=O)COC(=O)c2cc(C)oc2C)cc1
52	O=c1c(-c2ccc(Oc3ccccc3)cc2)[n+]([O-])c2ccccc2n1OCc1ccccn1
53	Cc1nccn1CCN(C)Cc1cn(Cc2ccccc2)nc1-c1ccc2c(c1)OCO2
54	CCOC(=O)c1[nH]c2ccccc2c1NC(=O)c1ccc(Br)o1
55	CCCCOc1ccc(CNC(=O)c2ccc(NC(=O)N3CCSc4ncccc43)cc2)cc1
56	Cc1cc(NC(=NC2CC2)c2ccccc2)n(-c2ccccc2)n1

assay / compound	49	50	51	52	53	54	55	56
AMA1-RON2 inh	11%	/	-4%	11%	-11%	1%	/	-3%
Giardia FBPA inh	-4%	/	/	-9%	5%	2%	/	0%
AmpC inh detg	1%	22%	-2%	1%	?	-2%	21%	5%
HCV inh	10%	/	3%	-4%	-4%	?	/	19%
Sm TGR inh	0%	11%	-18%	3%	/	-26%	2%	3%
HCMV antiviral	33	-1	2	-28	-40	24	?	7

57	CSc1ccccc1NC(=O)COC(=O)Cc1ccsc1
58	NNS(=O)(=O)c1ccc(Sc2ccccn2)c([N+](=O)[O-])c1
59	O=C(C[n+]1cccc(NC(=O)c2ccccc2)c1)c1ccc(NC(=O)c2ccccc2)cc1
60	CN1C(=O)C(=Cc2cn(CC#N)c3ccccc23)C(=O)N(C)C1=O
61	O=C(/C=C/c1ccccc1)NC(=S)Nc1ncccn1
62	Nc1nc2ccc(C(=O)Nc3ccccc3)cc2s1
63	COc1ccc(N(CC(=O)NCc2ccco2)C(=O)CCC(=O)Nc2ccccn2)cc1
64	O=[N+]([O-])c1ccccc1S(=O)(=O)n1nnc2ccccc21

assay / compound	57	58	59	60	61	62	63	64
AMA1-RON2 inh	-11%	-6%	1%	-8%	61%[activator]	39%[activator]	-2%	7%
Giardia FBPA inh	/	-3%	2%	-10%	?	6%	1%	-2%
AmpC inh detg	/	0%	?	?	-2%	3%	?	6%
HCV inh	16%	9%	-9%	16%	0%	3%	-5%	16%
Sm TGR inh	/	-8%	-4%	-12%	6%	1%	-7%	-3%
HCMV antiviral	23	51	-12	5	-23	141	30	-39

65	COc1ccc(N2CCN(C3CCCN(C(=O)CN4CCOC4=O)C3)CC2)cc1 (stereo unspecified)
66	Cc1ccc(NC(=O)CSc2nnc(-c3ccncc3)n2C)cc1C
67	COc1cc(NC(=O)c2ccc(S(=O)(=O)N(C)c3ccccc3OC)cc2)cc(OC)c1
68	CN(C(=O)Cn1cnc2sccc2c1=O)C1CCCCC1
69	Cc1ccccc1NC(=S)NNC(=O)c1csc2c1CCC(C)C2 (stereo unspecified)

assay / compound	65	66	67	68	69
AMA1-RON2 inh	9%	0%	-8%	6%	13%
Giardia FBPA inh	/	-4%	/	/	17%
AmpC inh detg	3%	?	/	4%	3%
HCV inh	9%	20%	11µM*	7%	?
Sm TGR inh	-30%	4%	/	-1%	6%
HCMV antiviral	13	17	-23	-11	-28

Whole records as entered above. Values in the order: AMA1-RON2 inh	Giardia FBPA inh	AmpC inh detg	HCV inh	Sm TGR inh	HCMV antiviral
Entry for Cc1ccc(NC(=O)CSc2nnc(-c3ccncc3)n2C)cc1C : 0%	-4%	?	20%	4%	17
Entry for COc1cc(NC(=O)c2ccc(S(=O)(=O)N(C)c3ccccc3OC)cc2)cc(OC)c1 : -8%	/	/	11µM*	/	-23
Entry for CN(C(=O)Cn1cnc2sccc2c1=O)C1CCCCC1 : 6%	/	4%	7%	-1%	-11
